NLRP3 yeast inh = NALP3 inhibition in yeast; 0.39% of 330,000 active; Yeast reconstituted NLRP3/ASC/caspase-1, beta-gal luminescence, 24 h; inhibition, % at 10 µM;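 active = inhibition of 50% or more; inactive = inhibition below 50%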;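 note: plate controls were induced DMSO wells for no effect and uninduced yeast grown without galactose for full effect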
MIN6 prolif = MIN6 beta-cell proliferation induction; MIN6 cells proliferation, ATPlite luminescence, 48 h; cells starved in 0.2% serum; 100% = growth in 10% serum; proliferation, % at 10 µM; 0.29% of 330,000 active;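 active = compounds whose signal lies at least 3.5 SD above the mean of all wells on their plate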;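 note: 0% = DMSO-treated cells in low-serum medium and 100% = 10% serum control; some compounds called inactive have numbers as strong as hits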
mIAP inh = blocks mouse intestinal alkaline phosphatase | purified mouse IAP, CDP-Star luminescence, 30 min | inhibition, % at 10 µM | 0.2% of 330,000 active | AID 2806;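 active = inhibition of at least 40% at 10 µM in the primary screen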;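 note: plate controls were DMSO with enzyme for no effect and no enzyme wells for full effect; values of inactives mirror those of a sister screen read the other way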
APOBEC3G inh = blocks human APOBEC3G single-stranded DNA deamination; Q9HC16; recombinant A3G, ssDNA deamination FAM/TAMRA fluorescence; inhibition, % at 20 µM; 0.28% of 330,000 active;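 active = inhibition of at least 40% at 20 µM, with no more than 30% in the related APOBEC3A deaminase screen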;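 note: plate controls were DMSO wells with A3G for no effect and wells lacking A3G enzyme for full effect; some compounds called inactive have numbers as strong as hits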
Target sequence (Q9HC16 whole entry, looked up): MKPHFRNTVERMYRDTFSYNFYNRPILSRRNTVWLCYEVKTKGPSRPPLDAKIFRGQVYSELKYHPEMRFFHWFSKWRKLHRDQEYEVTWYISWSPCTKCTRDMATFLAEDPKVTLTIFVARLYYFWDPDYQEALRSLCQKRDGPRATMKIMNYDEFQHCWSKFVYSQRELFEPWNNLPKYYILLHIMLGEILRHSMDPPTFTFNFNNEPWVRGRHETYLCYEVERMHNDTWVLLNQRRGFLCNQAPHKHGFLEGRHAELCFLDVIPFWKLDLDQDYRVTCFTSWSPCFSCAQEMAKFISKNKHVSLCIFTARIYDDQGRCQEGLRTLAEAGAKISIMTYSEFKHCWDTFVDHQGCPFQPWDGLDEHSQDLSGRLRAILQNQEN
SENP1 FRET inh = inhibitors of human SENP1 SUMO protease catalytic domain | inhibition, % at 10 µM | recombinant SENP1 catalytic domain, CyPet-SUMO1-YPet FRET cleavage | Q9P0U3 | 0.21% of 360,000 active | AID 624204;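 active = inhibition at least 30% at 10 µM, raw YFP signal under a set limit, fluorescence ratio 0.5 to 1.5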;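 note: 0% = enzyme with DMSO and 100% = no enzyme wells; some results filed as inactive read as strong as hits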
Target sequence (Q9P0U3 419-644 limits assumed): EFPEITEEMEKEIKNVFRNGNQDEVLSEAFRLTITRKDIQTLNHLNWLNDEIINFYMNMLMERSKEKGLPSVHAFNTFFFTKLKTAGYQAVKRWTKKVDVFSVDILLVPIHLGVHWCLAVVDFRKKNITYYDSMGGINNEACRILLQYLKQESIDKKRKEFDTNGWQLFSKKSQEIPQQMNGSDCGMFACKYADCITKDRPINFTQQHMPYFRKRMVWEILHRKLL
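Assay system: hSENP1 catalytic domain, recombinant. Amount: SENP1 enzyme, 20 pM final. Schedule: 50 min reaction, RT, dark. Technique: FRET, CFP and YFP emission. Control set: no-enzyme wells low, DMSO-plus-enzyme wells high control.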
hIAP act = human IAP activation. P09923. purified human IAP, CDP-Star luminescence, 30 min; stronger effect = higher value; 1 = vehicle-only enzyme, 0 = enzyme-free background. activation factor at 10 µM. 0.16% of 330,000 active. AID 2524;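 active = activation factor of the enzyme at least 2-fold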; note: the source names both 10 and 20 µM as test concentration; values of inactives mirror those of a sister screen read the other way
hIAP block = blocks human intestinal alkaline phosphatase; 0.12% of 330,000 active; P09923; purified IAP, CDP-Star luminescence, 30 min; inhibition, % at 10 µM;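 active = inhibition reaching a set limit with compound at 10 µM in the primary screen, cut at about 35% in these data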;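 note: plate controls were DMSO wells with enzyme for no effect and no-enzyme buffer wells for full effect; values of inactives mirror those of a sister screen read the other way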
A3A deaminase = human APOBEC3A DNA deaminase inhibition; recombinant A3A, FAM/TAMRA ssDNA deamination fluorescence; inhibition, % at 20 µM; AID 493011; 0.41% of 330,000 active;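 active = at least 40% inhibition at 20 µM here, with at most 30% in a related deaminase screen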;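 note: plate controls were A3A with DMSO for no effect and wells lacking A3A enzyme for full effect; some results filed as inactive read as strong as hits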
Target sequence (P31941 whole entry, looked up): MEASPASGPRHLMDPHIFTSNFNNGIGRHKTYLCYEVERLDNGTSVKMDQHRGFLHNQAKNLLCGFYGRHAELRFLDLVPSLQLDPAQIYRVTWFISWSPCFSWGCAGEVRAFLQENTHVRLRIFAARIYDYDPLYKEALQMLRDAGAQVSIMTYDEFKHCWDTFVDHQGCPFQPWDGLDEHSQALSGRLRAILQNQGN
mIAP act = increases mouse intestinal alkaline phosphatase activity | muIAP, CDP-Star luminescence, 30 min; stronger effect = higher value; 1 = vehicle-only enzyme signal, 0 = enzyme-free wells | activation factor at 10 µM | 0.24% of 330,000 active;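 active = activation factor of at least 2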; note: the source names both 10 and 20 µM as test concentration; values of inactives mirror those of a sister screen read the other way
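also added = chemiluminescent substrate CDP-Star | test system = mouse IAP enzyme | signal = chemiluminescence readout | compound = DMSO-dissolved test compounds | incubation = 30 min at room temperature | benchmarks = DMSO wells, no-enzyme wells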
Active calls of the source: *; & = joins results of further samples. The list is partial; count on the stated rates, not on these rows.

C=CCC(CC)C(=O)NC(=O)N1CCCc2ccccc21 (configuration not stated) was read as NLRP3 yeast inh 3, MIN6 prolif -5, mIAP inh 2, APOBEC3G inh -7, SENP1 FRET inh 2, hIAP act 0.96, hIAP block 4, A3A deaminase 1 and mIAP act 0.98.
Screening Cc1ccc(COC(=O)c2nn(C)c(=O)c3ccccc23)cc1 returned NLRP3 yeast inh 17, MIN6 prolif -4, mIAP inh -5, APOBEC3G inh -5, SENP1 FRET inh -1, hIAP act 1.1, hIAP block -7, A3A deaminase -2 and mIAP act 1.
`O=c1[nH]nc(SCCS(=O)(=O)c2ccc(F)cc2)n1-c1ccc2c(c1)OCCO2` gave NLRP3 yeast inh 10, MIN6 prolif -3, mIAP inh -3, APOBEC3G inh -3, SENP1 FRET inh 1, hIAP act 1.1, hIAP block -12, A3A deaminase 1 and mIAP act 1.
Screening CCCCC1=CC2=C(c3ccco3)C(=O)C(C)(OC(=O)c3ccc(OC)cc3)C(=O)C2=CN1CCCN(CC)CC (configuration not stated) returned NLRP3 yeast inh 23, MIN6 prolif 0, mIAP inh 0, APOBEC3G inh 17, SENP1 FRET inh 32, hIAP act 0.93, hIAP block 7, A3A deaminase 9 and mIAP act 1.
For Cn1c(=O)oc2cc(S(=O)(=O)N3CCc4ccccc4C3)ccc21 the results were NLRP3 yeast inh 8, MIN6 prolif -4, mIAP inh 11, APOBEC3G inh -9, SENP1 FRET inh -4, hIAP act 1, hIAP block -2, A3A deaminase -2 and mIAP act 0.89.
O=C(CN1CCCCC1)Nc1ccccc1Oc1ccccc1 was read as NLRP3 yeast inh 5, MIN6 prolif -1, mIAP inh -11, APOBEC3G inh -5, SENP1 FRET inh 0, hIAP act 1.1, hIAP block -13, A3A deaminase -3 and mIAP act 1.1.
CC(C)Nc1nc(NC2CCCC2)nc(N2CCOCC2)n1 was read as NLRP3 yeast inh 32, MIN6 prolif 3, mIAP inh 8, APOBEC3G inh -8, SENP1 FRET inh 3, hIAP act 0.89, hIAP block 11, A3A deaminase -3 and mIAP act 0.92.
For O=C(c1cn(-c2ccccc2)nc1-c1cccs1)N1CCN(c2ccc(F)cc2)CC1 the results were NLRP3 yeast inh 22, MIN6 prolif -4, mIAP inh -5, APOBEC3G inh -10, SENP1 FRET inh 3, hIAP act 0.99, hIAP block 1, A3A deaminase -3 and mIAP act 1.1.
Screening COC(=O)c1ccc(N2CCN(C)CC2)c(NC(=O)COc2ccc(C)cc2)c1 returned NLRP3 yeast inh 20, MIN6 prolif 11*, mIAP inh 8, APOBEC3G inh -7, SENP1 FRET inh 0, hIAP act 1.1, hIAP block -13, A3A deaminase -3 and mIAP act 0.92.
Cc1ccccc1NC(=O)NCCCN1CCN(c2ccccc2)CC1 was read as NLRP3 yeast inh 16, MIN6 prolif -2, mIAP inh -21, APOBEC3G inh -3, SENP1 FRET inh 0, hIAP act 1.1, hIAP block -10, A3A deaminase -2 and mIAP act 1.2.
`COc1ccc(C2c3c(ncn(Cc4ccco4)c3=N)Oc3ccc4ccccc4c32)cc1` (configuration not stated) gave NLRP3 yeast inh 12, MIN6 prolif -7, mIAP inh -14, APOBEC3G inh -7, SENP1 FRET inh -8, hIAP act 0.93, hIAP block 7, A3A deaminase 1 and mIAP act 1.1.
For CCc1ccccc1N(CC(=O)NC1CCCCC1)C(=O)CCCC(=O)Nc1ccccn1 the results were NLRP3 yeast inh 11, MIN6 prolif 4, mIAP inh 3, APOBEC3G inh -9, SENP1 FRET inh -2, hIAP act 1.1, hIAP block -14, A3A deaminase -3 and mIAP act 0.97.
Cc1ccc(C(=O)NC(=S)/C=C2\N(C)c3ccccc3C2(C)C)cc1 was read as NLRP3 yeast inh 8, MIN6 prolif -6, mIAP inh 34, APOBEC3G inh -7, SENP1 FRET inh -61, hIAP act 1, hIAP block -2, A3A deaminase -3 and mIAP act 0.66.
For Cc1ccc(N2C(=O)CCC(C(=O)O)C2c2cccs2)cc1 (configuration not stated) the results were NLRP3 yeast inh 9, MIN6 prolif -1, mIAP inh -11, APOBEC3G inh 5, SENP1 FRET inh -2, hIAP act 0.83, hIAP block 17, A3A deaminase 3 and mIAP act 1.1.
Screening O=C(N/N=C/c1cccs1)C1CC(=O)N(c2ccccc2)C1 (configuration not stated) returned NLRP3 yeast inh 3, MIN6 prolif 3, mIAP inh -3, APOBEC3G inh -10, SENP1 FRET inh 2, hIAP act 0.81, hIAP block 19, A3A deaminase 3 and mIAP act 1.
`O=C(CN1CCOCC1)Nc1ccccc1Sc1ccccc1` gave NLRP3 yeast inh 8, MIN6 prolif 1, mIAP inh -7, APOBEC3G inh -5, SENP1 FRET inh 2, hIAP act 1.1, hIAP block -5, A3A deaminase -1 and mIAP act 1.1.
Screening O=C(Nc1ccc(Cl)cc1)N(Cc1cccs1)Cc1cccs1 returned NLRP3 yeast inh 10, MIN6 prolif -3, mIAP inh -55, APOBEC3G inh -5, SENP1 FRET inh 2, hIAP act 0.99, hIAP block 1, A3A deaminase -2 and mIAP act 1.6.
`Cc1ccc2c(c1)N(Cc1ccc([N+](=O)[O-])cc1)C=NS2(=O)=O` gave NLRP3 yeast inh 7, MIN6 prolif -1, mIAP inh -6, APOBEC3G inh -4, SENP1 FRET inh 3, hIAP act 1, hIAP block -1, A3A deaminase 1 and mIAP act 1.1.
Screening CN1C(=O)[C@@H]2[C@@H]3C[C@@H]([C@H]4ON=C(c5ccc(Cl)cc5Cl)[C@@H]34)[C@@H]2C1=O returned NLRP3 yeast inh 21, MIN6 prolif 0, mIAP inh 17, APOBEC3G inh -6, SENP1 FRET inh 2, hIAP act 0.95, hIAP block 5, A3A deaminase -4 and mIAP act 0.83.
For O=C(NCc1ccccn1)C(=O)NN=C1CCCCCCC1 the results were NLRP3 yeast inh -3, MIN6 prolif -5, mIAP inh 9, APOBEC3G inh -1, SENP1 FRET inh 1, hIAP act 1.2, hIAP block -20, A3A deaminase 4 and mIAP act 0.91.

Quoted at random: 3 entries already listed
For O=C(c1cn(-c2ccccc2)nc1-c1cccs1)N1CCN(c2ccc(F)cc2)CC1 the results were NLRP3 yeast inh 22, MIN6 prolif -4, mIAP inh -5, APOBEC3G inh -10, SENP1 FRET inh 3, hIAP act 0.99, hIAP block 1, A3A deaminase -3 and mIAP act 1.1.
Screening Cc1ccc(COC(=O)c2nn(C)c(=O)c3ccccc23)cc1 returned NLRP3 yeast inh 17, MIN6 prolif -4, mIAP inh -5, APOBEC3G inh -5, SENP1 FRET inh -1, hIAP act 1.1, hIAP block -7, A3A deaminase -2 and mIAP act 1.
Cc1ccccc1NC(=O)NCCCN1CCN(c2ccccc2)CC1 was read as NLRP3 yeast inh 16, MIN6 prolif -2, mIAP inh -21, APOBEC3G inh -3, SENP1 FRET inh 0, hIAP act 1.1, hIAP block -10, A3A deaminase -2 and mIAP act 1.2.

Following part:
Screening Cc1ccc(C(=O)N/N=C/c2ccc(-c3ccccc3[N+](=O)[O-])o2)cn1 returned NLRP3 yeast inh -1, MIN6 prolif -4, mIAP inh 28, APOBEC3G inh -2, SENP1 FRET inh -12, hIAP act 1, hIAP block 0, A3A deaminase 2 and mIAP act 0.72.
`COc1cc2[nH]c(=O)n(CCC(=O)NCCCN3CCN(c4ccccc4F)CC3)c(=O)c2cc1OC` gave NLRP3 yeast inh 19, MIN6 prolif -1, mIAP inh 3, APOBEC3G inh 5, SENP1 FRET inh 3, hIAP act 1.2, hIAP block -17, A3A deaminase 6 and mIAP act 0.97.
For CCC(C(=O)NC(C)(C)C)N(Cc1ccc(F)cc1)C(=O)c1snc(C(N)=O)c1N (configuration not stated) the results were NLRP3 yeast inh 11, MIN6 prolif 4, mIAP inh -12, APOBEC3G inh 2, SENP1 FRET inh -15, hIAP act 1.2, hIAP block -16, A3A deaminase -5 and mIAP act 1.1.
Screening CC1=C(C)CC2C(=O)N(Cc3ccccc3)C(=O)C2C1 (configuration not stated) returned NLRP3 yeast inh 6, MIN6 prolif -2, mIAP inh 0, APOBEC3G inh -7, SENP1 FRET inh 2, hIAP act 1.1, hIAP block -5, A3A deaminase -3 and mIAP act 1.
Screening CCC(=O)Nc1nc2ccccc2n1Cc1ccc(C)cc1 returned NLRP3 yeast inh 26, MIN6 prolif -1, mIAP inh -2, APOBEC3G inh 9, SENP1 FRET inh 2, hIAP act 1.3, hIAP block -28, A3A deaminase 0 and mIAP act 1.
COc1ccc(Cc2nnc(NCCO)[nH]c2=O)cc1 was read as NLRP3 yeast inh 14, MIN6 prolif -2, mIAP inh 13, APOBEC3G inh -5, SENP1 FRET inh 3, hIAP act 1.2, hIAP block -16, A3A deaminase -4 and mIAP act 0.87.
For COC(=O)Nc1ccc2c(c1)N(C(=O)CCN1CCN3CCCC3C1)c1ccccc1CC2 (configuration not stated) the results were NLRP3 yeast inh 5&12, MIN6 prolif 2&1, mIAP inh -5&-4, APOBEC3G inh -1&-8, SENP1 FRET inh 1&-2, hIAP act 1&1.1, hIAP block -4&-6, A3A deaminase 0&1 and mIAP act 1&1.
For CCOc1ccc(C(=O)Nc2nncs2)cc1OCC the results were NLRP3 yeast inh 10, MIN6 prolif 2, mIAP inh 6, APOBEC3G inh -11, SENP1 FRET inh 1, hIAP act 0.98, hIAP block 2, A3A deaminase -2 and mIAP act 0.94.
For COc1cccc(CNC(=O)C2CSC3(C)CCC(=O)N23)c1 (configuration not stated) the results were NLRP3 yeast inh 2, MIN6 prolif -1, mIAP inh 11, APOBEC3G inh 1, SENP1 FRET inh 38*, hIAP act 0.9, hIAP block 10, A3A deaminase 1 and mIAP act 0.89.
`COC(=O)c1ccc(Oc2ccc(S(=O)(=O)N3CCCCC3)cc2N)cc1` gave NLRP3 yeast inh 88*, MIN6 prolif -3, mIAP inh -8, APOBEC3G inh -5, SENP1 FRET inh 1, hIAP act 1.1, hIAP block -12, A3A deaminase -1 and mIAP act 1.1.
CC1CCCCN1CCNC(=O)C1CCN(S(=O)(=O)c2cccc3cccnc23)CC1 (configuration not stated) was read as NLRP3 yeast inh 24, MIN6 prolif -1, mIAP inh -10, APOBEC3G inh -9, SENP1 FRET inh -87, hIAP act 0.99, hIAP block 1, A3A deaminase -3 and mIAP act 1.1.
For CC(=O)c1cccc(S(=O)(=O)N2CCCC(c3nc4c(nnn4Cc4cccc(Cl)c4)c(=O)[nH]3)C2)c1 (configuration not stated) the results were NLRP3 yeast inh 19, MIN6 prolif -4, mIAP inh 11, APOBEC3G inh 10, SENP1 FRET inh 0, hIAP act 0.82, hIAP block 18, A3A deaminase 0 and mIAP act 0.89.
`Cc1nn(-c2ccccc2)c2c1C(O)CC(C)(C)C2` (configuration not stated) gave NLRP3 yeast inh 12, MIN6 prolif 1, mIAP inh -3, APOBEC3G inh -9, SENP1 FRET inh 0, hIAP act 1.1, hIAP block -7, A3A deaminase -1 and mIAP act 1.
CCc1cc2c(=O)c(-c3nc4ccccc4n3C)c(C)oc2c(CN(CC)CC)c1O was read as NLRP3 yeast inh -7, MIN6 prolif -1, mIAP inh 8, APOBEC3G inh -7, SENP1 FRET inh -18, hIAP act 0.94, hIAP block 6, A3A deaminase -3 and mIAP act 0.92.
